aDG glyco act: alpha-DG glycosylation activation; Pro5-aDG cells, alpha-DG glycosylation AlphaScreen (IIH6); 0% Pro5, 100% B10-LARGE cell signal; activation, % at 10 µM; 0.22% of 360,000 active;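 active = activation of at least 8% versus controls, or a plate z-score of at least 8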;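 note: Pro5 are CHO cells carrying HIG-tagged alpha-DG that lacks glycosylation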
Vif inh: HIV Vif inhibition; HEK293T cells, Vif self-association by quenched fluorescence, imaging, 24 h; inhibition, % at 7.49 µM; 0.35% of 340,000 active; in the data active = inhibition above about 50%, passing the limit was not always enough; inconclusive = no clear call, values can overlap the other calls; inactive = below about 31%; note: some results filed as inactive read as strong as hits
MC4R ag barr: activates human MC4R beta-arrestin recruitment. 0.98% of 360,000 active. U2OS MC4R beta-arrestin complementation, luminescence; percent of melanotan II response, DMSO zero. P32245. activation, % at 8.9 µM;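 active = activation above a per-plate cutoff, the mean activation of sample wells on that plate plus 3 SD, cut at about 8% in these data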
H9c2 protect: modulators protecting cardiomyocytes from myocardial damage | H9c2 cardiomyocytes, H2O2 injury protection, ATPLite, 2 h | protection from H2O2 cell death, % at 20 µM | 0.63% of 360,000 active;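 active = compounds giving at least 50% protection of heart cells from peroxide-induced death in the single-dose screen, raw or plate-pattern-corrected value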;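 note: 0% = DMSO wells with peroxide and 100% = DMSO wells without peroxide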
MC4R antag cAMP: human MC4R antagonism in cAMP assay; P32245; MC4R-expressing cells, MTII-stimulated cAMP, LANCE TR-FRET; inhibition, % at 6.5 µM; 0.48% of 360,000 active; AID 540295;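 active = inhibition above its plate's cutoff, the mean of tested wells on that plate plus 3 SD, cut at about 29% in these data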;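 note: 0% = Melanotan II alone and 100% = Melanotan II plus saturating MCL0020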
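Assay system: human MC4R-expressing U2OS cells; reagent: Melanotan II stimulation of cells; dosing: 6.5 µM single dose; timing: compound 30 min, challenge 1 h, detection 1 h; signal: TR-FRET cAMP assay; replicates: one well per compound, no replicates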
PDI inh: blocks human protein disulfide isomerase activity; 0.052% of 350,000 active; PDI insulin aggregation turbidity, A650, 90 min; AID 588391; inhibition, % at 10 µM;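 active = mean inhibition across replicates of 30% or more, whatever share of single replicates reach that level; inconclusive = mean inhibition below 30% while every single replicate reaches 30%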;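 note: absorbance from insulin aggregation driven by PDI reduction with DTT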
CaV13 ICDI inh: Primary screen for inhibitors of IQ motif and Ca2+-dependent inactivation inhibitor domain binding in CACNA1D, Förster resonance energy transfer in living cells, … | HEK cells, CFP/YFP FRET ICDI-IQ, plate reader, 10 min; percent FRET-ratio fall versus neutral wells | inhibition, % at 12.3 µM | 0.098% of 340,000 active | AID 743397;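 active = mean replicate inhibition of at least 30% and at least 1% of replicates passing that level; inconclusive = only one of the two criteria is met; inactive = neither criterion is met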;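 note: 0% = median of the neutral control wells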
HTR2A ag: activates the mouse 5-HT2A serotonin receptor. P35363. AID 624169. activation, % at 7.6 µM. CHO-K1 mHTR2A beta-arrestin complementation, luminescence; percent of 30 µM serotonin response. 0.66% of 360,000 active;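 active = activation above a run cutoff, the mean activation of all tested compounds plus 3 SD, cut at about 14% in these data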;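 note: 0% = plate median of compound wells and 100% = 30 µM serotonin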
ABCB6 inh 2: inhibitors of human ABC transporter ABCB6; Q9NP58; K562-ABCB6 porphyrin accumulation, flow cytometry, 1 h; hits give low values; fluorescence ratio to DMSO, % at 10 µM; 0.19% of 360,000 active; AID 602162;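 active = fluorescence ratio to DMSO below 75%, the collection mean minus 3 SD; inconclusive = too few cells collected in the well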;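 note: signal is porphyrin accumulated inside mitochondria; 100% equals median channel fluorescence of DMSO control wells; lower ratio means ABCB6 inhibition with less porphyrin fluorescence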
Target sequence (Q9NP58 whole entry, looked up): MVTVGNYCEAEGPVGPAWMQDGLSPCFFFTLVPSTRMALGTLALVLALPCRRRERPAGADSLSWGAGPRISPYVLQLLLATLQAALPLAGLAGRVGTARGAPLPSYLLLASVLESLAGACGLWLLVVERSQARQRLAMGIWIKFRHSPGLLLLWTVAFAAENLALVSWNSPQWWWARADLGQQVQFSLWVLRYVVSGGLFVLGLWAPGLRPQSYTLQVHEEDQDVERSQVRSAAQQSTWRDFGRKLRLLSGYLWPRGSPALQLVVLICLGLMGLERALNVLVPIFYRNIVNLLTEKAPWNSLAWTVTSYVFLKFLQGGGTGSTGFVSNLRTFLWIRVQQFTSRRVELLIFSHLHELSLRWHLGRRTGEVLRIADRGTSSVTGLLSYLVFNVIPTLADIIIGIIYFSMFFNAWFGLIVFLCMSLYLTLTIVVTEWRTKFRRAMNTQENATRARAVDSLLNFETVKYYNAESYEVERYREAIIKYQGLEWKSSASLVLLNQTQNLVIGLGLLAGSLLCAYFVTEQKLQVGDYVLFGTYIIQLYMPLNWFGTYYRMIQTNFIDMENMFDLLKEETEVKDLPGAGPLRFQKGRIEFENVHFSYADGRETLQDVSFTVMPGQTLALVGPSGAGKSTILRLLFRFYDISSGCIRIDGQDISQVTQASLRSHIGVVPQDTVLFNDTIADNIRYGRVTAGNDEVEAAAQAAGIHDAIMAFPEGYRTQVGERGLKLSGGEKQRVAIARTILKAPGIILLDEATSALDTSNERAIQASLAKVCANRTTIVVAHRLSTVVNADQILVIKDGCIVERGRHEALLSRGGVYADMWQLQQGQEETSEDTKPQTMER
N-glyco inh: blocks N-linked glycosylation in D54 reporter cells. D54 ERlucT glycosylation luciferase reporter, 24 h; percent of 100 nM tunicamycin response. reporter increase, % at 12.5 µM. 0.23% of 360,000 active. AID 588692;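 active = mean luciferase reporter signal, scaled so untreated is 0 and the glycosylation-blocking control 100, at or above a set limit in every replicate; inconclusive = mean reaches the limit but not every replicate does; inactive = mean below the limit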;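 note: luciferase carries N-glycosylation sites so blocking glycosylation raises the light; 0% = median of neutral control wells and 100% = median of 100 nM tunicamycin wells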
The depositor's hits bear a star; ? = inconclusive; . = not tested or not shown; & = joins results of further samples.

Each structure is followed by: Vif inh	CaV13 ICDI inh	H9c2 protect	HTR2A ag	ABCB6 inh 2	MC4R ag barr	N-glyco inh	aDG glyco act	PDI inh	MC4R antag cAMP
COC(=O)C1CSc2[nH]c(=O)sc2C1c1ccc(O)c(OC)c1 (stereo unspecified)
 : -8	.	9	-1	108	-2.0	1	-0.3	-8	0
Oc1c(C=Nc2cccnc2)sc2ccccc12
 : 2	.	2	-3	108	-1.3	2	0.0	-9	-2
COc1ccc(CCNC(=O)COC(=O)c2ccc(Br)o2)cc1
 : 12	-4	-3	-3	90	-2.5	1	-0.4	3	3
CCc1nnc(NC(=O)CSc2nnc(-c3ccoc3C)n2-c2cccc(C)c2)s1
 : -4	-4	0	2	94	0.3	-1	0.2	7	-3
COc1ccc(OCCCC(=O)OCC(=O)Nc2ccc(Cl)cn2)cc1
 : 1	-5	-5	-2	99	-1.8	-1	0.2	1	0
COc1ccc(CCN(C)C(=O)c2cccc(S(=O)(=O)NCc3ccccc3)c2)cc1OC
 : -7	-5	-5	6	98	-3.7	-3	-0.4	-3	0
O=C1C(Oc2ccccc2)C(c2ccc3c(c2)OCO3)N1CCc1ccc(F)cc1 (stereo unspecified)
 : -3	-5	2	2	98	4.8	-3	-0.1	-2	12
COc1ccc(/C=N/NC(=O)c2ccccc2O)cc1Cn1nnc2ccccc21
 : 0	1	8	-3	101	-3.0	-1	0.0	-3	3
COc1ccc2[nH]c(=O)c(CN(Cc3cccnc3)S(=O)(=O)c3ccccc3F)cc2c1
 : 16	-2	61*	12	98	-0.3	-3	-0.4	-4	9
CC(C(=O)NCc1cccs1)N1C(=O)c2ccccc2C1=O (stereo unspecified)
 : -14	.	4	0	103	-1.6	1	0.9	3	5
O=S(=O)(NCCCCCNS(=O)(=O)c1ccccc1)c1ccccc1
 : -3&-5	.	15	-5	90	0.4	-5	0.0	3	0
CC(=O)c1ccc(N=C2SCCCN2C(=O)C2CCCC2)cc1
 : 10	-5	-4	-4	99	-2.9	3	-0.1	-3	7
CCN1CCN(C(=O)c2cc3ccc(OC)cc3[nH]2)CC1
 : -7	-19	3	-7	96	-1.7	0	-0.1	2	12
COc1ccc(-c2ccc(-c3nnn(CC(C)=O)n3)cc2)cc1
 : -12	-5	-6	1	97	-2.6	-1	0.2	-4	7
O=C(CCN1CCN(CCO)CC1)Nc1ccc(Br)cc1
 : 2	-3	2	0	101	-2.4	0	-0.2	-2	3
CCC(=O)NCCc1nc2cc(NC(=O)c3ccc(F)cc3)ccc2n1C
 : -14	-19	-2	-4	99	-1.2	-2	-0.1	0	2
Cc1ccc(NC(=S)NCC(C)CSc2ccc(Cl)cc2)cc1 (stereo unspecified)
 : -1	-5	-10	-3	98	0.4	-1	0.1	-1	15
COc1ccccc1N1CCN(S(=O)(=O)CCNC(=O)c2cccs2)CC1
 : -4	-12	-3	2	98	0.1	1	0.1	1	4
O=C(c1ccc2c(c1)OCO2)C1CCCN(C(=O)Nc2ccc(F)cc2F)C1 (stereo unspecified)
 : -6	2	-2	-5	95	3.7	-1	0.1	5	10
Cc1cc(C)n2nc(C(=O)OCC(=O)N(C)Cc3ccccc3)nc2n1
 : 2	-15	4	-2	100	-3.2	2	0.0	-4	-2
CCOC(=O)C(C(=O)Nc1ccccc1)C1CCCCC1 (stereo unspecified)
 : -6	-8	6	2	97	-1.1	0	0.3	8	0
CCCS(=O)(=O)N1CCC(C(=O)NCCCN(CC)c2cccc(C)c2)CC1
 : 1	.	4	-6	104	-1.4	0	0.5	0	5
CN(C)CCNS(=O)(=O)c1ccc(N2CCN(c3ccc(F)cc3)CC2)c([N+](=O)[O-])c1
 : -3	-3	-4	-9	99	-1.2	-4	9.1*	-11	-8
CC1CCCCC1NC(=O)CN1C(=O)NC(Cc2ccccc2)(Cc2ccccc2)C1=O (stereo unspecified)
 : -1	-5	11	3	99	-0.2	0	0.1	-5	7
Cn1c(NC(=O)c2ccc(F)cc2)c(-c2cccs2)c(=O)c2ccccc21
 : 22	4	-1	-4	101	-0.4	-1	0.0	8	-2
Cc1c(NC(=O)c2cccc(S(=O)(=O)N3CCOCC3)c2)c(=O)n(-c2ccccc2)n1C
 : -7	-9	0	-2	102	0.6	1	-0.1	5	10
COc1ccc(CNC(=O)COC(=O)c2c(NC(C)=O)sc(C)c2C)cc1OC
 : -6	-12	6	-1	101	0.4	4	0.1	-9	3
Cc1ccc(NC(=O)CS(=O)CC(=O)N2CCN(c3ccccc3)CC2)cc1 (stereo unspecified)
 : 11	-3	3	4	92	-1.9	0	0.0	-1	-2
COc1ccc(N2CCN(C(=O)CSc3nnc4c(C)cc5ccccc5n34)CC2)cc1
 : -1	-5	19	0	95	-1.5	2	0.0	1	15
Cn1cccc1Cc1nnc(SCC(=O)Nc2ccccc2)n1-c1ccc(F)cc1
 : -10	-12	12	1	99	0.4	-2	0.0	.	3
COCCCn1cnc2c(c1=O)c1nc3ccccc3nc1n2CCc1ccccc1
 : -2	-4	15	3	92	0.0	1	-0.4	-1	20
Cc1cc(C)n(CC(=O)Nc2ccc([N+](=O)[O-])cc2)n1
 : 13	-6	0	2	100	-2.0	1	-0.1	-7	9
CC(C)Cn1nc(NS(=O)(=O)c2cccc3nonc23)c2cc3ccccc3nc21
 : -1	-5	-6	4	95	-2.7	-1	-0.2	4	22
c1csc(CCCN2CCCCC2)c1
 : 21	-10	2	9	100	-0.8	1	0.1	7	0
O=C(N=C1SC2CS(=O)(=O)CC2N1c1cc(Cl)ccc1Cl)C1CCCO1 (stereo unspecified)
 : 0	-13	3	-2	96	-1.7	1	0.2	-15	-1
CCCCc1ccc(-c2nc(-c3ccncc3)no2)cc1
 : -4	.	-18	3	97	0.3	-3	0.7	-3	4
CC1=C(C(=O)Nc2ccccc2C(=O)NCc2ccccc2)SCCO1
 : 5	-7	-5	-12	104	-1.6	3	0.0	-1	19
Cc1noc(N)c1C1(O)C(=O)Nc2c(Cl)cc(Cl)cc21 (stereo unspecified)
 : 0	-51	2	0	98	-0.1	2	-0.1	2	-2
O=C(CCNc1ccccc1)c1cccc([N+](=O)[O-])c1
 : -1	-8	-6	-15	103	0.2	-2	0.5	1	20
Cc1ccc(Nc2ccc(C(=O)NCCc3ccccc3)cn2)cc1
 : 0	-18	-4	-6	102	5.5	0	0.0	-18	2
CC1=CC(C)(C)Nc2ccc(OC(=O)CN3C(=O)c4cccc5cccc(c45)C3=O)cc21
 : 2	-10	-4	1	93	-1.1	4	1.4	3	-5
O=S(=O)(c1ccc2ccccc2c1)n1cccn1
 : -4	.	0	3	97	-1.2	0	-0.2	1	-5
O=S(=O)(c1ccc(F)c(F)c1)N1CCCCCCC1
 : 20	-14	0	-5	95	2.4	-1	0.1	3	-2
CCO[C@@H]1OC(C(=O)N2CCN(C)CC2)=C[C@H](C2CCCCC2)[C@H]1CCCO
 : 1	-5	-5	-2	99	-1.8	0	0.1	2	10
CCOc1ccc(C(=O)NC(=S)Nc2ccc(NC(=O)CC)cc2)cc1[N+](=O)[O-]
 : -2	-6	-2	-1	94	-1.5	0	-0.1	-5	20
O=[N+]([O-])c1ccccc1C=CC=NN=Cc1ccccc1O
 : 4	-14	-5	4	99	0.3	1	-0.2	-4	3
O=C(NCCCN1CCCC1=O)c1ccc2c(c1)NC(=O)c1ccccc1S2
 : 10	-11	10	-3	99	-1.4	-2	0.0	.	10
COC(=O)C1CCN(S(=O)(=O)c2ccc(OC)cc2)CC1
 : ?	-4	1	7	97	-1.0	0	0.0	-1	6
CC(C)NCC(O)Cn1c2c(c3ccccc31)CCc1c-2cnn1-c1ccccc1 (stereo unspecified)
 : 36	-2	-34	-2	97	3.6	0	-0.9	-3	-2
C#CCNC(=O)C1=C[C@@H](C(C)(C)C)C[C@@H](OCc2ccc(CO)cc2)O1
 : -7	-8	-1	2	94	-0.7	2	-0.2	0	2
O=C(CNS(=O)(=O)c1ccccc1)OCC(=O)c1cccc([N+](=O)[O-])c1
 : 1	-7	4	-1	98	-0.5	3	-0.1	-7	1
O=C(O)C1CCC(CNS(=O)(=O)c2ccc(Br)cc2)CC1 (stereo unspecified)
 : -9	-17	2	7	97	-2.3	3	-0.1	13	3
COC(=O)C(Cc1ccccc1)NC(=O)CCC(=O)NC(C)CCc1ccccc1 (stereo unspecified)
 : -3	-5	4	2	98	1.1	2	-0.1	0	16
COc1ccc(C)cc1S(=O)(=O)NCCN1CCOCC1
 : 10	-4	-1	-5	99	0.5	0	0.1	5	21
CCNC(=O)c1cc(S(=O)(=O)N2CCSCC2)ccc1OC
 : 0	-4	3	0	96	-1.2	1	0.0	0	1
CCOc1ccc(NC(=O)Nc2ccc(NC(C)=O)cc2)cc1
 : -4	-4	0	-1	93	-1.5	0	0.1	-8	11
O=C(Nc1nc2c(F)cc(F)cc2s1)C1CC(=O)N(Cc2ccco2)C1 (stereo unspecified)
 : -4	-6	4	2	92	-2.6	0	0.0	-3	3
Cc1ccc(CNC(=O)CCCNC(=O)c2ccc(Cl)cc2)n1C
 : -5	-3	1	-1	97	-1.5	0	0.3	-5	-4
Cc1cc(C)c(-c2cc(C(=O)Nc3cc(C)ccc3C)[nH]n2)c(O)c1
 : -16	-2	0	0	95	1.8	-2	0.0	-9	7
CC(C)(C)CNC(=O)C1(C)CCN1C(=O)C1(c2ccccc2)CC1 (stereo unspecified)
 : .	-11	14	-3	94	0.0	1	-0.3	0	3

Continuation.
Each structure is followed by: Vif inh	CaV13 ICDI inh	H9c2 protect	HTR2A ag	ABCB6 inh 2	MC4R ag barr	N-glyco inh	aDG glyco act	PDI inh	MC4R antag cAMP
Cc1c(C(=O)NCCN(C)C)n(C)c(=O)c2ccccc12
 : .	-14	5	10	97	.	1	0.6	.	.
COc1ccc(CC(=O)Nc2cccc(-c3ccc4nnc(C)n4n3)c2)cc1OC
 : 11	-2	29	-4	85	1.8	17	0.0	-8	14
Cc1cc(C)cc(NC(=O)CC2Oc3ccc(C)cc3NC2=O)c1 (stereo unspecified)
 : -2	-3	-2	-2	98	2.6	0	0.1	0	18
O=C(COc1ccc(Br)cc1)NCCCNC(=O)c1cccnc1
 : -3	-5	0	2	98	-0.6	0	0.4	-7	3
COC(=O)CNC(c1ccccc1)c1cc(C)ccc1NS(=O)(=O)c1ccc(C)cc1 (stereo unspecified)
 : -8	-3	-2	-3	99	0.4	-5	0.3	-2	9
COCCN(C(=S)Nc1cccc(C)c1C)C(C)c1ccco1 (stereo unspecified)
 : 12	-17	-5	-4	99	-1.2	3	1.4	-2	14
Cc1ccccc1CC(=O)NCc1cccnc1
 : 8	-19	8	6	101	1.0	0	0.0	0	16
